Bioassay records deposited in PubChem BioAssay by The Scripps Research Institute Molecular Screening Center.
phage Ecoli inh = growth loss of phage-infected E. coli, primary screen, RecBCD inhibitor project, absorbance, with phage, HTS. inhibition, % at 11.9 µM. 360,000 tested, 0.26% active. AID 651602, 2012; in the data active means inhibition above about 11%
An asterisk follows results filed as active. A portion of the library. The share of hits here may be higher or lower than overall.

phage Ecoli inh	Structure
-1.3	COC(=O)[C@]12CCCCC=C1N(CCC1=CCCCC1)C(=O)[C@H](CC(=O)NCCC(C)C)C2
2.5	O=C(c1ccc(Cl)c(Cl)c1)N1CCC(=O)N([C@H](COCc2cccc(C(F)(F)F)c2)Cc2ccccc2)CC1
-1.3	COc1ccc(CC(N)c2csc(NC(=O)c3ccccc3OC)n2)cc1 (stereo not drawn)
3.1	COc1ccc2oc3c(ccc[n+]3C)c(=O)c2c1
-5.2	COc1ccccc1CCn1cnc(-c2ccccc2)c1CC(C)C
2.1	O=C(N[C@H](Cc1ccccc1)C(=O)NCc1ccco1)[C@H]1O[C@@H](n2ccc(=O)[nH]c2=O)[C@H](O)[C@@H]1O
1.4	CC(C)NC(=O)C1(C)CCN1C/C=C/c1ccccc1 (stereo not drawn)
3.2	CCOC(=O)C1=CC[C@@H](c2ccccc2)N(S(=O)(=O)c2ccc(C)cc2)[C@@H]1C#N
-1.6	CCc1nc2ccc(C(=O)NCc3ccc4c(c3)OCO4)cn2c1N(CC)Cc1cccc(Br)c1
3.5	N#Cc1cccc(C(=O)C(=O)N2CCN(c3ccccc3)CC2)c1
2.3	CCOC(=O)[C@]12CCCC=C1N(CCC1=CCCCC1)C(=O)[C@H](CC(=O)N1CCN(C(=O)c3ccco3)CC1)C2
2.4	COCCNC(=O)C1(C)CCN(Cc2cccc(Oc3ccccc3)c2)C1 (stereo not drawn)
2.7	CC1(C(=O)NCc2ccccc2)CN(S(C)(=O)=O)CC(=O)N1CC(F)(F)F (stereo not drawn)
1.4	C[C@H]1COc2cc(N3CCOCC3)ccc2S(=O)(=O)N1
2.8	CC(C)OC(=O)c1ccc2ccc(-c3ccccc3)nc2c1

phage Ecoli inh	Structure
17*	O=C(CN1CCOCC1)NN=Cc1ccc([N+](=O)[O-])o1
1.4	CCOC(=O)[C@]12CCCC=C1N(CCC1=CCCCC1)C(=O)[C@H](CC(=O)NCc1cccc(C(F)(F)F)c1)C2
-0.5	CCCNC(=O)C1(C)CCN(Cc2cccc(OC(=O)c3ccccc3)c2)C1 (stereo not drawn)
0.2	Cc1cccc(C)c1N1C(=O)c2ccccc2NC(=O)C1C(=O)NCCc1ccccc1 (stereo not drawn)
3.8	CCN1C(=O)[C@@H]2[C@@H]3CN(S(=O)(=O)c4ccccc4C)[C@@H](c4ccc(Cl)cc4)[C@@H]3C(=O)C[C@@H]2C1=O
1.0	CC[C@@H]1CC2=C(C(=O)OC(C)(C)O2)[C@@H](CC)O1
1.9	Cc1ccc(NC(=O)Nc2nnc([C@@H]3C[C@H](O)[C@@H](CO)O3)s2)cc1
1.7	CCOC(=O)[C@]12CCC=C1N(Cc1ccc3c(c1)OCO3)C(=O)[C@H](CC(=O)NCCc1ccccc1OC)C2
2.3	Clc1ccc(-c2nc3c4ccccc4ccn3c2CC2CCCCC2)cc1
2.8	CN1CCN(c2cc(CNC[C@H]3O[C@@H](n4cnc5c(=O)[nH]c(N)nc54)[C@H](O)[C@@H]3O)ccc2F)CC1
0.5	CCCCNC(=O)C[C@@H]1C[C@@]2(C(=O)OCC)CCCC=C2N(CCc2ccc(OC)c(OC)c2)C1=O
2.9	Cc1cc(C)n2c(Nc3ccc4c(c3)OCCO4)c(CCc3ccccc3)nc2n1
1.6	NC(c1csc(Nc2ccc(C(=O)NCCCO)cn2)n1)C1CCCCC1 (stereo not drawn)
0.2	CC(C)=CCC[C@H](C)C[C@@H]1CC2=C(C(=O)OC(C)(C)O2)[C@H](c2ccc(Cl)cc2)O1
-2.5	CCOC(=O)[C@]12CCCC=C1N(Cc1cccc3ccccc13)C(=O)[C@H](CC(=O)NCCc1ccccc1OC)C2

phage Ecoli inh	Structure
1.9	CCOC1=C2[C@@H](CN(S(=O)(=O)c3ccc(C)cc3)[C@H]2c2ccccc2F)[C@H]2C(=O)N(C3CCCCC3)C(=O)[C@H]2C1
1.5	COCCCNC(=O)/C=C/[C@H]1O[C@@H](n2cnc3c(NC(=O)c4ccccc4)ncnc32)[C@H](O)[C@@H]1O
2.0	C=CCOC(=O)N1CCC2CC1c1c(-c3ccc(C(F)(F)F)cc3)cccc12 (stereo not drawn)
4.0	CN(Cc1ccc(C(F)(F)F)cc1)C(=O)[C@H]1O[C@@H](n2cnc3c(N)ncnc32)[C@H](O)[C@@H]1O
0.2	COC(=O)[C@@]1(Cc2ccc(OC)cc2)[C@H]2c3cc(C(=O)N4CCCC4)n(Cc4ccsc4Br)c3C[C@H]2CN1C(=O)c1ccccc1
9.9	CN(C)c1ccc(-c2ccnc3c2CC(C)(C(=O)NCc2cccs2)O3)cc1 (stereo not drawn)
-1.6	CC(C)C(N)c1csc(NC(=O)Nc2ccccc2C(C)(C)C)n1 (stereo not drawn)
1.5	CCOc1ccccc1NC(=S)C(=C([O-])c1ccc2c(c1)OCCO2)[n+]1ccc(CC)cc1
3.5	CCCCNC(=O)C[C@H]1C[C@@]2(C(=O)OC)C(=C[C@H](C(C)(C)C)O[C@@H]2C)N(CCC2=CCCCC2)C1=O
1.3	Cc1cc2c(c(=O)o1)C1(C)CC(C)(O2)c2c(cc(C)oc2=O)O1
3.1	COc1ccc(-c2ccc(C(=O)NCc3cccs3)c3occc23)c(C)c1
2.6	CN(C)Cc1ccccc1
2.7	CC(C)CN1CN(S(=O)(=O)c2cccs2)c2nc3ccccc3nc21
2.4	CN1CCN(C(=O)c2cc3c(c(-c4cccc(Br)c4)n2)[C@@H](CCO)N(S(=O)C(C)(C)C)C3)CC1 (stereo partly drawn)
2.6	O=C(NC1CCCC1)C1C(c2ccc(C(F)(F)F)cc2)=Nc2ccccc2N1C(=O)c1cccc2ccccc12 (stereo not drawn)

phage Ecoli inh	Structure
0.5	Cc1ccc([C@H]2C[C@]34CN(Cc5ccccc5)S(=O)(=O)[C@H]3C[C@H]2O4)cc1
0.7	CCOC(=O)[C@]12CCCC=C1N(Cc1cccc3ccccc13)C(=O)[C@H](CC(=O)NCC1CCCCC1)C2
0.4	CCOC(=O)C1=CCN(S(=O)(=O)c2ccccc2C)C1c1ccc(F)cc1 (stereo not drawn)
0.4	COc1ccc(-c2cnc(C(O)c3ccc(CN4CCCCC4)cc3)[nH]2)cc1 (stereo not drawn)
0.3	COc1ccccc1-c1csc(C(O)(c2ccccc2)C(F)(F)F)n1 (stereo not drawn)
-0.2	OC[C@@H]1CN(Cc2ccccc2)C[C@H](n2cnc3c(NC4CC4)ncnc32)O1
-0.2	COC(=O)[C@]12CCCCC=C1N(Cc1ccccc1)C(=O)[C@H](CC(=O)NCc1ccccc1)C2
1.0	CCCCOCC1CN(CCCC)S(=O)(=O)c2c(Oc3ccc(C(C)C)cc3)cccc2O1 (stereo not drawn)
0.2	COc1cccc(C(C)(O)c2nc(-c3cc4ccccc4o3)cs2)c1 (stereo not drawn)
4.9	C[C@H](O)[C@@H]1CN2CCc3ccc(-c4ccc5c(c4)OCO5)cc3[C@@H]2C[C@@H]1N(C)C(=O)c1ccco1
-3.5	NS(=O)(=O)c1ccc(OCCCN2CCC(C(O)(c3ccccc3)c3ccccc3)CC2)cc1
0.8	O=C1C(=Cc2ccc(Cl)cc2)CCc2ccccc21
0.9	O=S1(=O)N[C@@H](Cc2ccccc2)COc2cccc(N3CCSCC3)c21
2.7	O=C(NCc1ccc(F)c(F)c1)C1Cc2c(-c3ccc4c(c3)OCO4)ccnc2O1 (stereo not drawn)
0.3	CC(C)CC(N)c1csc(Nc2ccc(C(=O)NCCCO)cn2)n1 (stereo not drawn)

phage Ecoli inh	Structure
-0.4	O=C(NCCN1CCC(n2c(=O)[nH]c3ccccc32)CC1)c1ccc2ccccc2c1
1.7	COC(=O)C1=C(C)N(Cc2ccc(C(F)(F)F)cc2)C(=NCc2ccccc2)NC1c1ccccc1C(F)(F)F (stereo not drawn)
1.7	COc1cc2c(c(OC)c1OC)[C@@]1(c3ccccc3)CCCC[C@H]1[C@@H]2NC(=O)C(F)(F)F
1.0	C=CCOc1cccn2c(N(C)C(=O)c3ccncc3)c(CC)nc12
1.3	CC1(C)OC(=O)C2=C(C[C@@H](CCc3ccccc3)O[C@@H]2c2ccc(Cl)cc2)O1
4.0	Cc1ccc(C)c(C(O)c2ncc(-c3ccccc3F)[nH]2)c1 (stereo not drawn)
1.4	CC(=O)Nc1cncc(-c2ccccc2CO)n1
1.0	CCOC(=O)C1=C(C(=O)OCC)C2N(Cc3ccc(Br)cc3)c3ccccc3[C@@]23C[C@@H](C(=O)OC)N(S(=O)(=O)c2ccc(C(F)(F)F)cc2)C3=N1 (stereo partly drawn)
4.7	OC(c1ccc(F)c(F)c1)c1nc(-c2ccc(F)c(Cl)c2)cs1 (stereo not drawn)
1.7	C(=C\c1ccccc1)/CN1CCN(C(c2nnnn2-c2ccc3c(c2)OCCO3)C2CC2)CC1 (stereo not drawn)
3.8	CCNC(=O)C1(C)CCCN(C(=O)c2cccnc2Oc2ccccc2)C1 (stereo not drawn)
0.8	COc1ccc(NC(=O)C(c2ccncc2)n2c(=O)c(-c3ccccc3)nc3ccccc32)cc1 (stereo not drawn)
2.0	CC1(C(=O)NS(=O)(=O)c2cccc(F)c2)CCN1C(=O)c1ccco1 (stereo not drawn)
1.2	CC1(C(=O)NS(=O)(=O)c2cccc(C#N)c2)CCN1C(=O)Cc1ccccc1Cl (stereo not drawn)
0.5	COc1ccc(CN2C(=O)C(CC(=O)NCc3cccc4ccccc34)CC(C(=O)N(C(C)C)C(C)C)=C2C)cc1 (stereo not drawn)

phage Ecoli inh	Structure
3.0	CCCCS(=O)(=O)N1CCN(C(=O)C(=O)c2cccc(C(F)(F)F)c2)CC1
1.4	O=S1(=O)N[C@@H](Cc2ccccc2)COc2cccc(N3CCCCC3)c21
-0.8	CC1(C(=O)Nc2nccs2)CCN1C(=O)CC(c1ccccc1)c1ccccc1 (stereo not drawn)
1.2	CCCS(=O)(=O)NC(=O)C1(C)CCCN(C(=O)c2ccc(C(F)(F)F)nc2C)C1 (stereo not drawn)
2.1	CCCCn1nnnc1-c1nc2ccccc2[nH]c1=O
4.4	O=C(Nc1ccc(Cl)cc1)c1csc(COCCO)n1
1.9	Cc1cccc(S(=O)(=O)NC(=O)C2(C)CCN2C(=O)Cc2cccs2)c1 (stereo not drawn)
3.0	Cc1cc(-c2cc(NC(=O)Cc3c[nH]c4ccccc34)ccc2Nc2cccnc2)ccc1F
3.4	COC(=O)[C@]12CCCCC=C1N(CCC1=CCCCC1)C(=O)[C@H](CC(=O)N1CCN(C(=O)C3CC3)CC1)C2
1.6	COc1ccc(NC(=O)C2Cc3c(-c4ccc(NC(C)=O)cc4)ccnc3O2)cn1 (stereo not drawn)
2.1	COc1ccc(-c2cc(NC=O)c3ncc(-c4ccccc4)n3c2)cc1OC
-0.5	CCNC(=O)C1(C)CCN(Cc2ccccc2C#N)C1 (stereo not drawn)
-0.9	CC1(C(=O)Nc2ccc3c(c2)OCCO3)CN(S(C)(=O)=O)CC(=O)N1CCCn1ccnc1 (stereo not drawn)
2.3	NC(=O)[C@@H]1CCCN1C(=O)[C@@H](Cc1ccccc1)NC(=O)[C@H]1O[C@@H](n2ccc(N)nc2=O)[C@H](O)[C@@H]1O
0.7	CNC[C@@H]1OCc2cnnn2CCCC(=O)N([C@@H](C)CO)C[C@H]1C

phage Ecoli inh	Structure
-1.0	COc1cc(OC)nc(Nc2nc(C(N)c3ccccc3Cl)cs2)n1 (stereo not drawn)
6.4	CNc1cc(-c2ccc(OC)c(OC)c2)ncn1
-0.9	O=C(CSc1nc2ccccc2c(=O)n1-c1ccc(Cl)c(Cl)c1)Nc1ccc2c(c1)CCC2
2.8	Cc1ccc(S(=O)(=O)N2CC3C(=O)C[C@@H](c4ccccc4)N(S(=O)(=O)c4ccccc4Cl)C3CC2c2ccccc2)cc1 (stereo partly drawn)
3.0	CNC(C)C(=O)NC(C(=O)NC(C)C(=O)NNc1ccccc1)C(C)C (stereo not drawn)
5.2	Cc1cc2nc(C(C)(C)C)c(Cc3cccc(F)c3)n2c(C)c1Br
-0.9	CCOC(=O)[C@]12CCC=C1N(Cc1ccc(Cl)cc1Cl)C(=O)[C@H](CC(=O)NCCCOC)C2
3.0	Nc1ncnc2c1ncn2[C@@H]1O[C@H](C(=O)N[C@@H](CCc2ccccc2)C(=O)N2CCN(C(=O)N3CCCCC3)CC2)[C@@H](O)[C@H]1O
0.0	Cc1ccc(S(=O)(=O)N2C[C@H]3C(=O)C[C@@H]4C(=O)N(c5ccccc5)C(=O)[C@@H]4[C@@H]3C[C@H]2c2cccs2)cc1

Entries from the list above that have a CF3 group, in the order listed:
phage Ecoli inh	Structure
2.5	O=C(c1ccc(Cl)c(Cl)c1)N1CCC(=O)N([C@H](COCc2cccc(C(F)(F)F)c2)Cc2ccccc2)CC1
2.7	CC1(C(=O)NCc2ccccc2)CN(S(C)(=O)=O)CC(=O)N1CC(F)(F)F (stereo not drawn)
1.4	CCOC(=O)[C@]12CCCC=C1N(CCC1=CCCCC1)C(=O)[C@H](CC(=O)NCc1cccc(C(F)(F)F)c1)C2
2.0	C=CCOC(=O)N1CCC2CC1c1c(-c3ccc(C(F)(F)F)cc3)cccc12 (stereo not drawn)
4.0	CN(Cc1ccc(C(F)(F)F)cc1)C(=O)[C@H]1O[C@@H](n2cnc3c(N)ncnc32)[C@H](O)[C@@H]1O
2.6	O=C(NC1CCCC1)C1C(c2ccc(C(F)(F)F)cc2)=Nc2ccccc2N1C(=O)c1cccc2ccccc12 (stereo not drawn)
0.3	COc1ccccc1-c1csc(C(O)(c2ccccc2)C(F)(F)F)n1 (stereo not drawn)
1.7	COC(=O)C1=C(C)N(Cc2ccc(C(F)(F)F)cc2)C(=NCc2ccccc2)NC1c1ccccc1C(F)(F)F (stereo not drawn)
1.7	COc1cc2c(c(OC)c1OC)[C@@]1(c3ccccc3)CCCC[C@H]1[C@@H]2NC(=O)C(F)(F)F
1.0	CCOC(=O)C1=C(C(=O)OCC)C2N(Cc3ccc(Br)cc3)c3ccccc3[C@@]23C[C@@H](C(=O)OC)N(S(=O)(=O)c2ccc(C(F)(F)F)cc2)C3=N1 (stereo partly drawn)
3.0	CCCCS(=O)(=O)N1CCN(C(=O)C(=O)c2cccc(C(F)(F)F)c2)CC1
1.2	CCCS(=O)(=O)NC(=O)C1(C)CCCN(C(=O)c2ccc(C(F)(F)F)nc2C)C1 (stereo not drawn)
